CHO parental Ca: ATP-evoked calcium signal inhibitors, parental CHO, primary screen, counter-screen for OX1R antagonist project, cell-based, fluorescence, Fluo-8 calcium dye; parental CHO-K1, ATP-induced calcium, Fluo-8 fluorescence; inhibition, % at 5.6 µM; 330,000 compounds, 0.63% hits;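 active means inhibition above that plate's mean sample inhibition plus 3 SD, cut at about 26% in these data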;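 further: 0% = ATP-challenged DMSO wells and 100% = DMSO wells without ATP; some compounds past the cut are filed as inactive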
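Measured by: calcium-sensitive Fluo-8 fluorescence / Test system: CHO parental line / Controls: ATP-challenged DMSO wells low, unchallenged DMSO wells high / Measure: % inhibition / Compound: single nominal dose of 5.6 µM per compound / Replicates: single well per compound, no replicates / Reagent: ATP as calcium-mobilizing challenge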
TAAR1 antagonist: human TAAR1 antagonists, primary screen, Fluo-8 calcium fluorescence, CHO RD-HGA16 cells | Trace amine-associated receptor 1 (Homo sapiens), Q96RJ0 | antagonist | inhibition, % at 3 µM | 360,000 compounds, 1.5% hits;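 active means inhibition above a per-plate cutoff, the mean inhibition of test compounds on that plate plus 3 SD, cut at about 49% in these data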;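 further: 0% = DMSO plus EC80 beta-PEA response and 100% = DMSO alone without agonist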
Target sequence (Q96RJ0 whole entry, looked up): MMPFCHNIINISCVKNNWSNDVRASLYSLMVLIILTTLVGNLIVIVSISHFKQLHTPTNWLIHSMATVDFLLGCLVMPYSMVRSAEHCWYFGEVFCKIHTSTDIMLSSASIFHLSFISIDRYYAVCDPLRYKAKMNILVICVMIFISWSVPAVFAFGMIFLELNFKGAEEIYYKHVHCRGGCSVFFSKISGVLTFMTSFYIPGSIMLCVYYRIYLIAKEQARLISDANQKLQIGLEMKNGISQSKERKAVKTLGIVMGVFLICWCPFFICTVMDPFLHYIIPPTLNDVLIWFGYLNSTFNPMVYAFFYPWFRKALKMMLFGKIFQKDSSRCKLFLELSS
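Material: CHO RD-HGA16 cells bearing hTAAR1; compound dosing: one-point dosing, 3 µM nominal final; schedule: dye loading 75 min at 37 °C, then 30 min room temperature; measured by: calcium fluorescence with Fluo-8; control set: vehicle and agonist controls; replication: n of 1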
GPR7 antagonist: GPR7 receptor antagonists, primary screen, cell-based, fluorescence, single concentration; GPR7-expressing cells, fluorescence antagonist assay; AID 1861, 2009; Neuropeptides B/W receptor type 1 (Homo sapiens), P48145; 290,000 compounds, 1.1% hits; inhibition, % at 4.4 µM; in the data active means inhibition above about 16%, passing the limit was not always enough;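 further: cells stimulated with the agonist NPW; 0% = agonist with vehicle and 100% = vehicle without agonist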
Target sequence (P48145 whole entry, looked up): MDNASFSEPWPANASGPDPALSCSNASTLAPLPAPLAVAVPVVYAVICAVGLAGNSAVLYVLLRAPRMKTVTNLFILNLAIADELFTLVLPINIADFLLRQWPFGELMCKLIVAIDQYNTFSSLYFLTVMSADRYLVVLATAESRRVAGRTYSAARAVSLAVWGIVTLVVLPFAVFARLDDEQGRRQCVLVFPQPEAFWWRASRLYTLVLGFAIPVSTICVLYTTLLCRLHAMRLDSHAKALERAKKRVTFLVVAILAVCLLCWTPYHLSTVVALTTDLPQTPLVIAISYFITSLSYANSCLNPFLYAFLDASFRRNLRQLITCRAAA
OXTR potentiator: human OXTR potentiators, primary screen, fluorescence, CHO-OTR cells, Fluo-8 calcium. Oxytocin receptor (Homo sapiens), P30559. Fluo-8 calcium fluorescence, potentiator mode; 0% = oxytocin EC15, 100% = EC100. activation, % at 3 µM. 320,000 compounds, 0.061% hits;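 active means activation above that plate's cutoff, the mean activation of tested compounds plus 3 SD, cut at about 6.6% in these data, passing the limit was not always enough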;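 further: 100% uses oxytocin at 75 nM as the full agonist control; some results filed as inactive read as strong as hits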
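Measured by – Fluo-8 calcium dye fluorescence · Test system – human OTR in CHO cells · Dosing – one concentration, 3.0 µM compound · Controls – EC15 oxytocin alone as 0%, 75 nM oxytocin as 100% · Evaluation – normalized max/min fluorescence ratio, % activation · Timing – 6 min pre-incubation, 100 s read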
OXTR agonist: human OXTR agonists, primary screen, fluorescence, CHO-OTR cells, Fluo-8 calcium | Oxytocin receptor (Homo sapiens), P30559 | Fluo-8 calcium fluorescence; normalized: DMSO 0%, oxytocin 100% | activation, % at 3 µM | 320,000 compounds, 0.32% hits | AID 2435, 2010;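 active means activation above the mean of all tested compounds plus 3 SD, cutoff set per screening run, cut at about 20% in these data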;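 further: peak over basal fluorescence ratio from a 100 s FLIPR kinetic read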
CHO-K1 Ca PAM: nonselective calcium activators in parental CHO-K1 cells, primary screen, counter-screen for M1 PAM project, cell-based, Fluo-8 calcium fluorescence, full deck, 1536-well; ATP EC20; 0% at ATP EC20, 100% at ATP max; activation, % at 3 µM; 360,000 compounds, 0.02% hits; AID 602247, 2012;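 active means activation above the run cutoff, the mean activation of all test compounds plus 3 SD, cut at about 40% in these data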;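 further: peak over basal fluorescence ratio in a 140 s read after ATP addition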
CHO-K1 Ca antag: M1 antagonist counterscreen hit in parental CHO-K1 cells; 360,000 compounds, 0.6% hits; inhibition, % at 3 µM; ATP-induced calcium, Fluo-8 fluorescence; AID 602250;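 active means inhibition above a per-plate cutoff, the plate's mean sample inhibition plus 3 SD, cut at about 24% in these data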;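 further: 0% = DMSO plus EC80 ATP and 100% = DMSO alone without ATP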
M1 ag parental: counter-screen for M1 agonists: effect in parental CHO-K1 cells | AID 602248, 2012 | 360,000 compounds, 0.48% hits | Fluo-8 calcium fluorescence; scaled to maximal ATP response, vehicle zero | activation, % at 3 µM; in the data active means activation above about 15%;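 further: untransfected CHO-K1 host cells lacking M1 receptor as counterscreen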
V1aR counter: agonists of human V1a receptor, primary screen, counter-screen for OXTR agonist project, fluorescence, CHO-V1R cells; 320,000 compounds, 0.25% hits; Vasopressin V1a receptor (Homo sapiens), P37288; Fluo-8 calcium fluorescence, agonist mode; 0% DMSO, 100% 3 nM vasopressin; activation, % at 3 µM; AID 2797, 2010;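 active means activation above the mean activation of all tested compounds plus 3 SD, per screening run, cut at about 20% in these data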;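 further: signal is peak over basal fluorescence ratio across a 100 second FLIPR read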
Target sequence (P37288 whole entry, looked up): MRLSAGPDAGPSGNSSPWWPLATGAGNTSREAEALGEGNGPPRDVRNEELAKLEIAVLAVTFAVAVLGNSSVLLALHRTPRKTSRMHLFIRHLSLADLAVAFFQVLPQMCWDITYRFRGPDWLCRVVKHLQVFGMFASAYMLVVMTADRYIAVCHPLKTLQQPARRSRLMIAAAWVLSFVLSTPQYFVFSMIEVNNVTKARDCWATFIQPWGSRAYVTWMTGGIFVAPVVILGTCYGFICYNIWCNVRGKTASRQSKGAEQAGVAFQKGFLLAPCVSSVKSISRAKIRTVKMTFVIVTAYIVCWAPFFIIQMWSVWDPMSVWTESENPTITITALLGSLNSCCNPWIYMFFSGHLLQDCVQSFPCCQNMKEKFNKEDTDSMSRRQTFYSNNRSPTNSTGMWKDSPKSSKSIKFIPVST
The depositor's hits bear a star; · = not tested or not shown.

SMILES	CHO parental Ca	TAAR1 antagonist	GPR7 antagonist	OXTR potentiator	OXTR agonist	CHO-K1 Ca PAM	CHO-K1 Ca antag	M1 ag parental	V1aR counter
Nc1cc(S(=O)(=O)O)cc2ccc(S(=O)(=O)O)cc12	·	3.4	·	·	·	-11.6	-5.4	0.3	·
CCn1c(SCC(=O)N2CCCC(C)C2)nnc1-c1ccc(S(=O)(=O)N2CCN(C)CC2)cc1 (stereo unspecified)	-20.4	4.0	3.9	-12.2	-0.6	2.3	1.9	0.4	-0.6
N#C/C(=C/c1ccc(N2CCCCC2)o1)c1cccc(F)c1	-18.8	26.9	2.5	-5.0	0.5	1.4	-10.3	0.7	0.9
COC(=O)c1[nH]c(C)c(/C(O)=C2\C(=O)C(=O)N(CCCN3CCOCC3)C2c2ccccn2)c1C (stereo unspecified)	-4.0	-1.6	-13.6	0.3	0.4	-0.6	-14.8	0.3	0.2
C=CCOc1ccc2ccccc2c1CNCCCN1CCOCC1	-18.7	-1.7	1.0	0.8	0.9	13.8	-7.7	0.1	0.5
Cc1occc1-c1nnc(SCC(=O)NC(C)(C)C)n1C(C)c1ccccc1 (stereo unspecified)	-20.2	14.5	1.1	-2.5	-1.2	24.2	-8.1	0.6	0.1
COc1ccc(NC(=O)CSc2nccn2C)c([N+](=O)[O-])c1	-15.8	6.5	0.5	-5.5	-0.2	8.9	-12.0	0.2	0.3
Cn1c(Cc2ccccc2)nc(=O)c2ccccc21	·	-3.0	·	·	·	8.1	3.3	0.0	·
COc1ccc(S(=O)(=O)N(C)C)cc1NC(=O)COC(=O)c1n[nH]c2ccccc12	·	29.5	·	·	·	6.2	-6.9	15.0	·
COc1ccccc1CCC(=O)NNC(=O)Cn1nc(C)cc1C	·	1.1	·	·	·	19.6	-5.3	-0.3	·
N#Cc1c(-c2ccc(Cl)cc2)cc(-c2cccs2)nc1SCC(=O)O	-9.6	17.8	-2.8	-12.9	-0.3	9.8	-14.6	0.4	0.1
COc1ccc(NC(=O)CSc2nnc(C3CCCCC3)n2-c2ccccc2)cc1	-19.1	-5.9	7.0	-18.9	-0.6	6.5	5.4	0.7	-0.8
COc1ccc(C(CNC(=O)CSc2ccccc2C)N(C)C)cc1 (stereo unspecified)	-12.1	-7.9	4.2	-8.7	0.0	2.0	-3.5	0.5	0.6
COc1cc(C(=O)COC(=O)c2ccncc2)cc(OC)c1OC	-14.2	-10.7	·	-0.6	1.1	-2.7	5.0	-0.1	1.6
CCOC(=O)N1CCN(Cc2nc(N)nc(Nc3ccc(C)cc3C)n2)CC1	-11.1	-18.0	-4.5	2.9	-2.4	22.5	-9.7	3.7	-0.9
CC1=C(C(=O)OCC2CCCCC2)C(c2cccc(O)c2)NC(=O)N1 (stereo unspecified)	-3.2	·	5.3	-1.5	-0.2	-10.3	-7.5	1.0	-1.2
O=C(Oc1cccc(Nc2ncnc3ccccc23)c1)c1cccnc1	5.5	31.3	8.9	-27.5	8.6	-1.9	-3.6	13.4	8.8
COc1ccc(CSc2nnc(Cc3sc(-c4ccccc4)nc3-c3ccccc3)o2)cc1	25.0	28.7	-13.1	-12.3	1.9	7.9	2.6	-0.2	2.1
Cc1ccc(S(=O)(=O)N2CCN(C3CC(=O)N(c4ccc(F)cc4)C3=O)CC2)cc1C (stereo unspecified)	-10.3	22.8	·	-3.6	-0.1	9.1	1.0	-0.1	-0.8
O=C(N/N=C/c1ccccc1OC(=O)N1CCOCC1)c1cccs1	-8.4	9.0	-7.0	-1.7	-0.6	-10.0	5.4	-0.3	0.5
COc1ccc(CN(C)C(=O)c2ccc(NS(=O)(=O)c3ccc4[nH]c(=O)[nH]c4c3)cc2)c(OC)c1	-4.5	-19.4	-12.6	-13.6	-0.2	2.4	-3.8	1.5	0.4
COc1ccc(NC(=O)c2cccc(Oc3ccc([N+](=O)[O-])cc3Cl)c2)cc1	-11.7	20.3	33.9*	-12.2	-1.0	2.7	3.9	1.8	-0.3
Cc1ccc(-n2c(=O)cc(N3CC(C)OC(C)C3)[nH]c2=O)cc1 (stereo unspecified)	-1.6	-10.7	-8.9	-1.7	-1.1	8.0	-0.7	2.2	1.0
CCOc1ccc(NC(=O)CCCOc2cc(=O)n(C)c3ccccc23)cc1	-7.4	-7.0	0.4	-9.2	-2.5	-7.4	16.1	0.1	-0.7
COCCn1c(SC(C)C(=O)Nc2ccc3c(c2)OCCO3)nc2ccccc2c1=O (stereo unspecified)	-19.9	-10.9	-9.4	-8.3	-1.1	21.5	-14.4	0.8	-0.9

A different layout for some results above:
| compound | CHO parental Ca | TAAR1 antagonist | GPR7 antagonist | OXTR potentiator | OXTR agonist | CHO-K1 Ca PAM | CHO-K1 Ca antag | M1 ag parental | V1aR counter |
| --- | --- | --- | --- | --- | --- | --- | --- | --- | --- |
| CC1=C(C(=O)OCC2CCCCC2)C(c2cccc(O)c2)NC(=O)N1 (stereo unspecified) | -3.2 | · | 5.3 | -1.5 | -0.2 | -10.3 | -7.5 | 1.0 | -1.2 |
| COc1ccc(NC(=O)c2cccc(Oc3ccc([N+](=O)[O-])cc3Cl)c2)cc1 | -11.7 | 20.3 | 33.9* | -12.2 | -1.0 | 2.7 | 3.9 | 1.8 | -0.3 |

(more compounds)
SMILES	CHO parental Ca	TAAR1 antagonist	GPR7 antagonist	OXTR potentiator	OXTR agonist	CHO-K1 Ca PAM	CHO-K1 Ca antag	M1 ag parental	V1aR counter
O=C(C1CCCO1)N1CCN(c2ncccn2)CC1 (stereo unspecified)	-8.8	-0.2	11.4	6.1	-0.3	-7.7	5.3	-0.3	0.5
CC1(C(=O)Nc2ccc(Cl)cc2)Cc2c(-c3cccc(C(N)=O)c3)ccnc2O1 (stereo unspecified)	·	-7.9	·	·	·	14.2	-18.9	0.8	·
S=c1[nH]nc(-c2ccc3c(c2)OCO3)n1-c1ccccc1	-9.4	-10.5	-4.7	-6.1	0.1	25.5	-6.3	1.7	0.6
CCN(CC)C(=O)C1CCCc2c1[nH]c1ccc(Cl)cc21 (stereo unspecified)	-4.0	-31.8	-4.0	-0.7	0.0	25.5	-14.8	0.9	-0.7
O=c1[nH]c(-c2ccccn2)nc2ccccc12	13.3	2.5	3.6	-7.1	-0.1	7.2	4.3	0.1	1.1
CCc1ccc(CCC(=O)Nc2ccc(C(=O)O)cc2)o1	-3.9	-0.6	-6.5	5.4	1.9	-1.9	-0.6	-0.2	1.4
COc1ccccc1OCC(=O)Nc1ccc(S(=O)(=O)N2CCOCC2)cc1	-6.6	-3.0	-5.7	-4.0	3.1	5.8	-17.3	1.4	0.8
CCc1nc2ccc(C(=O)NCCN3CCNC3=O)cn2c1N(C)Cc1ccc(OC)cc1	·	-13.3	·	·	·	-7.1	-8.5	1.3	·
CCOc1ccc(C(=O)CCC(=O)NNC(=O)c2ccccc2O)cc1	-7.5	10.4	·	-7.3	-1.5	-8.6	17.2	-0.1	0.0
COC(=O)c1cc(OC)c(OC)cc1NC(=O)CCC1CCCC1	-37.9	-2.2	0.5	1.7	-1.9	16.4	-1.1	2.9	-1.5
CCOC(=O)N1CCC(NC(=O)c2csc3c2CCCC3)CC1	-3.5	5.2	-1.0	-6.5	1.9	4.5	8.0	0.2	0.4
Cn1c(SCC(=O)Nc2ccccc2Oc2ccccc2)nnc1C1CC1	-10.4	-24.1	·	-2.3	-0.9	18.0	-14.2	-0.1	-1.4
COc1ccc(NC(=S)Nc2cccc(Cl)c2)cc1OC	-12.3	15.3	1.6	-7.0	0.8	14.0	-7.3	0.8	0.4
Cc1nn(-c2ccccn2)c(N)c1N=O	-14.2	-41.0	-8.3	2.1	-1.1	16.6	-2.8	0.8	-0.1
O=C(Nc1ccc2[nH]ccc2c1)c1cccs1	-7.2	4.1	-12.4	-4.6	0.4	5.6	-7.5	0.6	0.4
Cc1c(C(=O)N(Cc2ccc(Cl)cc2)C2CCS(=O)(=O)C2)oc2ccccc12 (stereo unspecified)	-7.7	14.0	-4.0	-6.5	1.6	7.7	-2.9	1.2	2.4
CCCS(=O)(=O)c1nc(S(=O)(=O)c2ccc(Cl)cc2)c(N2CCC(O)CC2)s1	-14.2	21.1	-2.8	-10.5	0.2	-4.2	-10.6	2.2	0.4
Cc1cccc(OCCn2c(CCCO)nc3ccccc32)c1	-17.7	1.6	-4.6	-8.2	1.3	14.2	-11.0	1.1	1.8
CC(C)(C)NC(=O)CN1C(=O)/C(=C/c2ccccc2)SC1=S	0.7	12.2	-0.8	-3.2	0.4	14.5	-1.6	0.1	-0.6
COc1ccc(NC(=O)N2c3ccccc3CC2C)cc1OC (stereo unspecified)	-10.5	-11.8	9.8	-12.0	0.0	20.9	-6.5	0.5	0.7
O=C1CCCCC1C(Nc1ccc(Br)cc1)c1ccccc1 (stereo unspecified)	-37.0	41.4	-4.7	-11.3	-3.4	7.3	11.8	-0.4	-1.5
O=C(Nc1ccccc1)C(Cc1ccccc1)c1ccccc1 (stereo unspecified)	·	-6.2	·	·	·	4.9	1.5	0.2	·
CC1CCN(C(=O)COc2cccc3c2CCN(C)C3=O)CC1	-17.2	-10.3	-3.9	-1.8	1.9	8.2	0.5	1.6	-0.3
CNC(=O)NC(=O)CSc1nc2sccc2c(=O)n1-c1ccccc1	2.3	3.2	-2.4	-20.9	1.3	9.2	1.1	0.2	-0.6
COc1cc(NC(=O)[C@@H]2CCCN(S(=O)(=O)c3cccc4cccnc34)C2)cc(OC)c1OC	-21.5	51.5*	·	-0.9	-2.8	2.9	-13.2	6.0	-1.0
CCCCCCn1c(C)nc2c(c1=O)c1nc3ccccc3nc1n2/N=C/c1ccco1	-23.8	14.7	0.8	1.1	-2.6	11.0	4.7	0.4	-0.9
COc1cccc(S(=O)(=O)Nc2ccc(C(=O)N3CCOCC3)cc2)c1	-4.3	16.0	-9.6	-3.4	8.0	31.4	-18.3	0.7	0.3
O=C(N/N=C/c1cccc(OCc2ccccc2)c1)c1ccc(Br)cc1	-10.1	37.5	0.4	2.0	-0.3	13.1	-20.8	0.1	-0.2
CC(=O)Nc1cccc(NC(=O)c2ccccc2OCc2ccccc2)c1	-23.2	29.7	-12.6	-8.4	5.0	7.5	-12.5	8.4	6.1
Cc1onc(-c2c(Cl)cccc2Cl)c1C(=O)N/N=C(\N)COc1ccc(Cl)cc1	-7.8	-4.7	-6.7	1.3	-0.8	-3.3	6.8	1.0	-0.9

Source: PubChem BioAssay (The Scripps Research Institute Molecular Screening Center)
